High-throughput results: PubChem BioAssay, several laboratories
Tat transport: E. coli Tat export inhibitors, primary screen, MC4100, TorA-mCherry reporter, fluorescence, single point | inhibition, % at 10 µM | actives 0.036% (n = 340,000) | AID 488895, 2010;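 active means mean replicate inhibition at least 50% and at least half of replicates individually reaching 50%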;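 further: exported cargo escapes ClpAP degradation while cytoplasmic cargo is degraded and loses fluorescence; 0% = median of neutral control wells and 100% = median of NaSCN control wells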
OPRM1-OPRD1 ag: agonists of OPRM1-OPRD1 heterodimerization, primary screen, cell-based, luminescence; Mu-type opioid receptor (Homo sapiens) + Delta-type opioid receptor (Homo sapiens), …; activation, % at 9.3 µM; AID 504326, 2011; cells; actives 0.3% (n = 340,000); in the data active means activation above about 18%;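 further: 0% = vehicle-treated cells and 100% = reference agonist; values of inactives mirror those of a sister screen read the other way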
PKA-R2B activ: activators of PKA-R2B holoenzyme, primary screen, biochemical, fluorescence polarization, Cy5-IP20, human; actives 0.079% (n = 340,000); activation, % at 11.4 µM; PKA-R2B holoenzyme dissociation; R2B truncated from residue 108, S112A mutant; 0% DMSO only, 100% 113 µM cGMP; cAMP-dependent protein kinase catalytic subunit beta (Homo sapiens) + cAMP-dependent …;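 active means activation above a cutoff set at the mean over all compounds plus 3 SD, cut at about 18% in these data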;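 further: higher means more holoenzyme dissociation and a rise in polarization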
Target sequence (P31323 whole entry, looked up, other chains not shown, the tested form may be a part): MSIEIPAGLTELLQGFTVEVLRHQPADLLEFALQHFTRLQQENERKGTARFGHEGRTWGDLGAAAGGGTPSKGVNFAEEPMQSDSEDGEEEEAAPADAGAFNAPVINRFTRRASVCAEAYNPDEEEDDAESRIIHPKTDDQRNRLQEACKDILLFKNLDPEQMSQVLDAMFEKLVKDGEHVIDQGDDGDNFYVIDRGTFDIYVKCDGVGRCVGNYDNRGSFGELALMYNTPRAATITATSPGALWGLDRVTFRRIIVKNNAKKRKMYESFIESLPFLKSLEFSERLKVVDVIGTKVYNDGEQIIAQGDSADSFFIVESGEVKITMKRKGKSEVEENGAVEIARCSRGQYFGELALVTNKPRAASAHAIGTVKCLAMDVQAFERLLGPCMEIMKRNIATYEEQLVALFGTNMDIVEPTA
PfHsp90 yeast 2: growth inhibition of PfHsp90-expressing yeast, primary screen, antimalarial PfHsp90 inhibitor project, S. cerevisiae, BacTiter-Glo luminescence, single point, set 2. BacTiter-Glo ATP, 48 h; yeast lacking PDR1 and PDR3 efflux regulators. inhibition, % at 9.4 µM. actives 0.32% (n = 310,000);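 active means every replicate shows inhibition above about 80%, whatever the replicate mean, limit read from the data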;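 further: 0% = DMSO neutral controls and 100% = 20 µM radicicol positive controls; yeast relying on Plasmodium falciparum Hsp90 in place of its own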
phage Ecoli inh: growth loss of phage-infected E. coli, primary screen, RecBCD inhibitor project, absorbance, with phage, HTS; inhibition, % at 11.9 µM; actives 0.26% (n = 360,000); AID 651602, 2012; in the data active means inhibition above about 11%
Mot1-301 SUMO: yeast Mot1-301 growth rescue at high temperature, primary screen, SUMOylation pathway inhibitor project, S. cerevisiae, ATP luminescence, 38.5C. S. cerevisiae Mot1-301 growth rescue; percent above DMSO median, 100 means doubled. growth rescue, % at 18.8 µM. actives 1% (n = 320,000). AID 2716, 2010;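 active means every valid replicate shows activation above 250% relative to neutral control wells; inactive means the rest, any valid replicate at or below 250%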;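 further: OY570 slx delta 5 strain wells were the positive control but not used for scaling; some compounds called inactive have numbers as strong as hits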
Ecoli viability: E. coli V3065 growth inhibition, primary screen, counter-screen for AddAB inhibitor project, absorbance, OD600. 18 h. inhibition, % at 11.9 µM. actives 0.27% (n = 330,000). AID 449728, 2010;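 active means inhibition above the campaign's mean inhibition across all tested compounds plus 3 SD, cut at about 9.9% in these data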;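 further: uninfected addAB+ strain grown without phage in ampicillin broth; 0% = DMSO wells and 100% = ciprofloxacin 0.95 µg/ml wells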
AddAB inh: growth inhibition of E. coli expressing H. pylori AddAB, primary screen, AddAB inhibitor project, absorbance; inhibition, % at 11.9 µM; actives 0.29% (n = 330,000); AID 435030, 2010; in the data active means inhibition above about 12%;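 further: 0% = vehicle wells of infected cells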
HTR5A inv ctr: HTR5A inverse agonists in luminescence cell assay, primary screen, counter-screen for OPRM1-OPRD1 heterodimer inverse agonist project, full-deck HTS. HTR5A cell line, inverse agonism. inhibition, % at 9.3 µM. actives 0.083% (n = 340,000); in the data active means inhibition mostly above about 23%, no sharp cut-off; inactive means mostly below about 18%;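 further: 0% = cells with DMSO and 100% = no-cell wells with DMSO; some compounds called inactive have numbers as strong as hits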
Target sequence (P47898 whole entry, looked up): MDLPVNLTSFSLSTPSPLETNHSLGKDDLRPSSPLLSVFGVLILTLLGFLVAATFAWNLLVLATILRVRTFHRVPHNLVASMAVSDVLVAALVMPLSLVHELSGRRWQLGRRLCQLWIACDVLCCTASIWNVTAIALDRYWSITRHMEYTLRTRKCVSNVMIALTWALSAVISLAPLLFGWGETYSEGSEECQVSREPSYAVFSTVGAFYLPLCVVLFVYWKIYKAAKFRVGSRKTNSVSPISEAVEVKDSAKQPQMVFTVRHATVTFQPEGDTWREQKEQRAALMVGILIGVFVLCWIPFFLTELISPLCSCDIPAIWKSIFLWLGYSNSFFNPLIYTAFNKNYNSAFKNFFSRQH
MOR-DOR inv ag: inverse agonists of MOR-DOR heterodimerization, primary screen, cell-based, luminescence; AID 504357, 2011; Mu-type opioid receptor (Homo sapiens) + Delta-type opioid receptor (Homo sapiens), …; cell-based MOR-DOR heterodimer luminescence, inverse agonism; inhibition, % at 9.3 µM; actives 0.21% (n = 340,000); in the data active means inhibition above about 22%, passing the limit was not always enough;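 further: 0% = cells with DMSO and 100% = wells without cells with DMSO; values of inactives mirror those of a sister screen read the other way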
PKA-R1A act: activators of PKA-R1A holoenzyme, primary screen, biochemical, fluorescence polarization, Cy5-IP20, bovine R1A, mouse PKAc. cAMP-dependent protein kinase type I-alpha regulatory subunit (Bos taurus) + …. PKA-R1A dissociation; scaled: DMSO 0%, 113 µM cGMP 100%. activation, % at 11.4 µM. actives 0.083% (n = 340,000). AID 504707, 2011;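 active means percent activation above the mean of all tested compounds plus 3 SD, cut at about 19% in these data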;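 further: higher means more PKAc released from R1A so a rise in polarization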
Starred values were filed as active, the others as inactive; . = no result given.

SMILES | Tat transport | OPRM1-OPRD1 ag | PKA-R2B activ | PfHsp90 yeast 2 | phage Ecoli inh | Mot1-301 SUMO | Ecoli viability | AddAB inh | HTR5A inv ctr | MOR-DOR inv ag | PKA-R1A act
CSCC[C@H](NC(=O)N1CCn2c1nc1ccccc12)C(=O)N[C@@H](C(=O)O)c1ccccc1 | 2 | . | 2 | 12 | 1.5 | 5 | 0.3 | 3.4 | . | . | -10
Cc1cc(C)c(C(=O)Nc2ccc(S(=O)(=O)Nc3ccccn3)cc2)c(C)c1 | 3 | -2.1 | 6 | 26 | 1.9 | -9 | 2.9 | 1.7 | -6 | 11 | -4
Cc1cccn2c(CN(C)C3CCCc4ccccc43)c(C(=O)N3CCOCC3)nc12 (centres undefined) | 10 | -2.8 | -8 | -13 | 0.8 | 8 | 1.5 | 4.6 | -12 | 14 | -5
Cc1nn(C)c(C)c1S(=O)(=O)N(CC(=O)NCCCOC(C)C)c1ccc(C(C)C)cc1 | -8 | 1.9 | 4 | -22 | -0.9 | 104 | -2.2 | 0.4 | 17 | -10 | -4
Cc1ccc(C)c(N2CCN(CCCNC(=O)Cn3cccc3C(=O)c3ccccc3C)CC2)c1 | 22 | 9.8 | 9 | -16 | 1.2 | -26 | 0.3 | -0.1 | 1 | -54 | -3
COc1ccccc1-c1ccc(=O)n(CC(=O)NC(C)(C)C)n1 | -1 | -0.5 | -7 | -10 | 1.9 | 13 | -0.3 | 2.0 | 8 | 3 | 9
COc1ccc(C(CNC(=O)c2ccc(NS(=O)(=O)c3ccc(F)cc3)cc2)N2CCOCC2)cc1 (centres undefined) | 5 | -5.5 | -8 | 6 | 0.7 | -16 | 0.4 | 0.4 | 8 | 18 | 10
CC1(C)CC2CC(C)(CN2C(=O)C23CCC(C)(C(=O)C2)C3(C)C)C1 (centres undefined) | 0 | -1.4 | 2 | -4 | 3.4 | -22 | 0.8 | -0.7 | -6 | 9 | 2
CCOC(=O)c1sc(N2C(=O)C(O)=C(C(=O)c3ccc(C)o3)C2c2ccc(OC)c(OC)c2)nc1C (centres undefined) | 3 | -3.7 | -7 | 9 | 2.7 | 176 | 1.0 | -0.3 | -16 | 20 | 1
Cc1ccc(N(C)S(=O)(=O)c2c(C)[nH]c(C)c2C(=O)N2CCCC2)cc1 | -7 | -2.3 | -3 | -11 | 2.7 | 1 | -1.4 | 0.3 | 3 | 12 | -9
COC(=O)c1cc(NC(=O)CC2NC3CCCCC3NC2=O)cc(C(=O)OC)c1 (centres undefined) | 7 | -1.1 | -8 | -9 | 0.5 | -1 | 0.1 | 1.4 | -5 | 6 | -2
CCc1cc(C(=O)N2CCCC(N3CCN(c4cccc(C(F)(F)F)c4)CC3)C2)n(C)n1 (centres undefined) | -4 | 1.9 | 5 | -5 | 1.6 | 13 | 0.8 | -0.6 | 12 | -10 | 5
Cc1ccc2nc(SCc3ccc([N+](=O)[O-])cc3)nc(C)c2c1 | -9 | 0.1 | 6 | . | 2.0 | 10 | 0.4 | 1.4 | -11 | 0 | -10
Cc1ccc(-n2c(O)c(C=NCc3ccccn3)c3ccccc3c2=O)cc1 | -12 | 0.8 | -10 | -9 | 2.8 | -15 | 1.4 | 1.5 | 10 | -5 | 1
O=C(COc1ccc(S(=O)(=O)N2CCCC2)cc1Cl)NCc1cccnc1 | -4 | -3.5 | -6 | -4 | -0.3 | -6 | 0.8 | -0.7 | -23 | 19 | -12

Some of these compounds in order of number of heavy atoms, rising.
SMILES | Tat transport | OPRM1-OPRD1 ag | PKA-R2B activ | PfHsp90 yeast 2 | phage Ecoli inh | Mot1-301 SUMO | Ecoli viability | AddAB inh | HTR5A inv ctr | MOR-DOR inv ag | PKA-R1A act
Cc1ccc(-n2c(O)c(C=NCc3ccccn3)c3ccccc3c2=O)cc1 | -12 | 0.8 | -10 | -9 | 2.8 | -15 | 1.4 | 1.5 | 10 | -5 | 1
COC(=O)c1cc(NC(=O)CC2NC3CCCCC3NC2=O)cc(C(=O)OC)c1 (centres undefined) | 7 | -1.1 | -8 | -9 | 0.5 | -1 | 0.1 | 1.4 | -5 | 6 | -2
Cc1nn(C)c(C)c1S(=O)(=O)N(CC(=O)NCCCOC(C)C)c1ccc(C(C)C)cc1 | -8 | 1.9 | 4 | -22 | -0.9 | 104 | -2.2 | 0.4 | 17 | -10 | -4
CSCC[C@H](NC(=O)N1CCn2c1nc1ccccc12)C(=O)N[C@@H](C(=O)O)c1ccccc1 | 2 | . | 2 | 12 | 1.5 | 5 | 0.3 | 3.4 | . | . | -10
Cc1ccc(C)c(N2CCN(CCCNC(=O)Cn3cccc3C(=O)c3ccccc3C)CC2)c1 | 22 | 9.8 | 9 | -16 | 1.2 | -26 | 0.3 | -0.1 | 1 | -54 | -3
COc1ccc(C(CNC(=O)c2ccc(NS(=O)(=O)c3ccc(F)cc3)cc2)N2CCOCC2)cc1 (centres undefined) | 5 | -5.5 | -8 | 6 | 0.7 | -16 | 0.4 | 0.4 | 8 | 18 | 10

Next structures follow.
SMILES | Tat transport | OPRM1-OPRD1 ag | PKA-R2B activ | PfHsp90 yeast 2 | phage Ecoli inh | Mot1-301 SUMO | Ecoli viability | AddAB inh | HTR5A inv ctr | MOR-DOR inv ag | PKA-R1A act
CCOC(=O)C(NS(=O)(=O)c1ccccc1)(C(F)(F)F)P(=O)(OCC(C)C)OCC(C)C (centres undefined) | 10 | -0.6 | 1 | 23 | 3.6 | 25 | -0.2 | 3.7 | 15 | 3 | 2
COc1ccc(S(=O)(=O)N2CCC(C(=O)NCCc3c[nH]c4ccccc34)CC2)cc1 | -3 | -1.4 | 6 | 9 | -0.2 | 6 | -2.7 | -2.5 | -23 | 6 | 5
COCCCN1C(=O)C(=O)/C(=C(/O)c2ccc(S(=O)(=O)N3CCOCC3)cc2)C1c1ccc(Cl)cc1 (centres undefined) | -2 | -1.7 | -4 | 11 | -16 | 8 | 1.4 | 4.9 | 0 | 9 | 1
Cc1nnc(C)n1/N=C/c1cccs1 | 1 | -3.0 | -19 | 9 | 3.3 | -23 | -2.0 | 1.3 | -3 | 17 | -12
CCOC(=O)C1=C(CNCc2ccc(C)cc2)NC(=O)NC1c1cc(C)ccc1C (centres undefined) | 6 | 7.4 | 3 | . | 2.7 | 27 | 1.2 | -1.2 | -16 | -42 | 1
CC(C)(C)c1ccc(C(=O)c2c[nH]c(C(=O)NCc3cccs3)c2)cc1 | 4 | -2.5 | -11 | 12 | 2.4 | 422 | -1.6 | 2.0 | 19 | 11 | 1
CC1(C)CC(NC(=O)CC(c2ccccc2)c2ccccc2)CC(C)(C)N1 | 0 | -1.1 | -1 | -5 | 2.1 | 31 | -2.1 | -0.2 | 5 | 6 | 5
CCOc1ccc(C(=O)CCN2CCCCCC2)cc1 | -3 | -1.5 | -4 | 13 | 0.5 | 23 | 1.1 | 1.6 | -22 | 7 | -4
Cc1occc1C(=O)NNC(=O)c1ccc(S(=O)(=O)N(C)C)cc1 | -4 | -1.1 | -2 | . | -0.1 | -10 | -2.5 | -1.8 | 8 | 5 | 6
C=CCN(c1ccc(C(=O)Nc2ccc(C)cc2)cc1)S(C)(=O)=O | 4 | -1.7 | -3 | -7 | 4.9 | -13 | 1.8 | 3.6 | -4 | 9 | -19
O=C(NNC(=O)c1cc2c(s1)CCCC2)c1ccccc1 | -13 | -1.5 | -9 | 7 | 3.0 | 7 | -1.0 | 0.0 | -28 | 9 | 3
N#Cc1ccc(S(=O)(=O)Nc2ccccc2N2CCOCC2)cc1 | -1 | -3.6 | -3 | 12 | 2.1 | 17 | -1.5 | 0.5 | 1 | 14 | 3
COCCn1c(C)cc(C(=O)CN2CCCCC2)c1C | -4 | -2.1 | -3 | 3 | 1.3 | 0 | -1.8 | -0.3 | -3 | 11 | 0
CCC(C)NC(=O)CSc1nc2c(sc(=S)n2Cc2ccco2)c(=O)n1-c1ccccc1 (centres undefined) | 0 | -1.3 | -1 | . | 1.5 | 2 | -0.2 | 2.3 | 14 | 7 | 1
O=Cc1ccc(OCc2ccc3ccccc3c2)cc1 | 9 | 0.6 | -16 | 7 | 1.6 | 323 | 0.1 | 0.1 | 2 | -3 | -5
CC(C)=CCN1CCN(C/C(Cl)=C/c2ccccc2)CC1CCO (centres undefined) | 6 | 1.0 | 6 | 1 | -0.8 | 4 | 0.8 | 2.0 | 9 | -5 | -4
CC(C)Cc1nnc(NC(=O)CN2C(=O)NC3(CC(C)CC(C)(C)C3)C2=O)s1 (centres undefined) | 4 | -2.6 | 3 | 7 | 0.8 | -19 | -0.4 | -0.3 | 19 | 17 | 3
NS(=O)(=O)c1ccc(CNC(=S)Nc2ccc(Cl)c(Cl)c2)cc1 | -2 | -1.8 | -3 | -14 | 5.2 | 614 | 0.3 | 3.7 | -6 | 9 | 0
CCOC(=O)c1c(N)sc2c(OC)c(Br)ccc12 | 4 | 0.5 | -3 | 14 | 1.8 | 137 | 0.7 | 1.1 | -13 | -3 | -4
O=C(Nc1ccc(Nc2ccncc2)cc1)c1ccc([N+](=O)[O-])cc1 | -10 | 1.1 | 3 | -12 | 3.7 | 20 | -0.7 | -1.6 | -22 | -5 | -7
O=C1NC(=O)/C(=C\c2ccccc2OCc2cccc([N+](=O)[O-])c2)N1 | -6 | -1.9 | -5 | 10 | 0.2 | 354 | 1.1 | -0.5 | 7 | 9 | 0
CC(C)n1cc(-c2ccc(Cl)cc2)cc(C#N)c1=O | 1 | 1.7 | 0 | -13 | 3.4 | -20 | 0.0 | -2.1 | -7 | -9 | -3
COc1cccc(/C=N/Nc2ncc(C(F)(F)F)cc2Cl)c1O | -5 | 4.5 | 7 | 91* | 24* | -6 | 16* | 12* | 0 | -23 | 5
CCOc1ccc(N2CC(C(=O)NNC(=O)c3ccc(Br)cc3)CC2=O)cc1 (centres undefined) | 0 | -1.2 | 3 | 3 | 4.6 | 28 | -1.1 | 2.7 | -4 | 7 | -8
O=C(O)c1cccc2c1C(=O)N(CC1CCCO1)C2 (centres undefined) | -1 | -1.4 | 8 | -13 | 2.0 | -7 | -2.1 | -3.0 | -2 | 7 | -9
O=C(c1cc([N+](=O)[O-])[nH]n1)N1CCSCC1 | 3 | -3.2 | -12 | 7 | 0.2 | 27 | 3.0 | 0.7 | 4 | 16 | -3
CC(=O)NC1=NN(C(C)=O)C(c2ccco2)S1 (centres undefined) | -1 | 1.3 | 0 | 17 | 2.1 | -1 | 1.6 | 1.4 | -7 | -6 | 3
